# High-throughput results (PubChem)
# MDM2 E3 inh: Mdm2 E3 ligase (human) inhibition; Q00987; cell-based MDM2 ubiquitination luciferase reporter, 2 h; 0 = plate control, 100 = twice control, blank-subtracted; signal enhancement, % at 5 µM; actives 0.11% (n = 210,000);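 active = signal enhancement of 30% or more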;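 also: luminescence tracks abundance of the self-degrading MDM2-luciferase fusion protein; higher signal means inhibition of MDM2 E3 ligase activity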
#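 Material: Stable MDM2–luciferase fusion reporter cells | Amount: 2000 cells seeded into each well | Dosing: One concentration, 5 µM, with 0.2% DMSO | Incubation: 4 h cell settling then 2 h compound exposure, 37 °C | Measured by: Luciferase luminescence | Read-out basis: % enhancement relative to plate controls after blank subtraction | Benchmarks: Control and blank well means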
# TbHK1 inh: blocks Trypanosoma brucei hexokinase 1 activity | inhibition, % at 10 µM | actives 0.11% (n = 220,000) | recombinant TbHK1, G6PDH-coupled NADH A340;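 active = inhibition of 50% or more in the single-dose primary screen; inactive = inhibition below 50%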
# zVAD death inh: L929 zVAD cell death inhibition. AID 1377. viability rescue, % at 10 µM. actives 0.38% (n = 220,000). L929 zVAD necroptosis rescue, ATP luminescence, 24 h; with zVAD 60 µM;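 active = activation, scaled between plate controls, above about 75%, limit read from the data; inactive = activation under that limit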;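 also: 0% = zVAD with DMSO and 100% = DMSO alone without zVAD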
# Runt-SMMHC FRET: blocks binding of human RUNX1 Runt domain to CBFb-SMMHC; Cerulean-Runt/Venus-CBFb-SMMHC FRET ratio 530/480, 1 h; actives 0.74% (n = 220,000); inhibition, % at 20 µM;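 active = mean inhibition across duplicate retests at 20 µM reaching about 50%, limit read from the data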;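 also: 0% = DMSO wells and 100% = wells with excess untagged CBFb-SMMHC; inhibitors lower the FRET ratio by blocking Runt binding to CBFb-SMMHC; some results filed as inactive read as strong as hits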
# Runt-CBFb FRET: inhibitors of human RUNX1 Runt domain binding to CBFb | Cerulean-Runt/Venus-CBFb FRET ratio 530/480, 1 h | inhibition, % at 20 µM | actives 0.46% (n = 220,000) | AID 1496;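 active = inhibition over about 50% at 20 µM in the single-dose screen, limit read from the data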;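 also: 0% = DMSO wells and 100% = excess unlabeled CBFb competitor control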
#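 Doses: 20 µM compound in 1% DMSO | Material: Cerulean-labeled Runt domain protein | Amount: Each fluorescent fusion protein 100 nM | Schedule: Two 1 h room-temperature incubations shielded from light | Measured by: FRET fluorescence | Evaluation: Loss of energy transfer signal | Controls: Unlabeled CBFb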
# 14-3-3 Bad PPI: disrupts binding of bovine 14-3-3 zeta to phospho-Bad peptide; actives 0.71% (n = 220,000); AID 781; TR-FRET 14-3-3zeta/Dy647-pBad peptide displacement, 1 h; P63103; inhibition, % at 21.7 µM;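 active = inhibition above about 70%, limit read from the data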;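 also: 0% = full 14-3-3 plus peptide FRET controls and 100% = background without 14-3-3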
# Target sequence (P63103 whole entry, looked up): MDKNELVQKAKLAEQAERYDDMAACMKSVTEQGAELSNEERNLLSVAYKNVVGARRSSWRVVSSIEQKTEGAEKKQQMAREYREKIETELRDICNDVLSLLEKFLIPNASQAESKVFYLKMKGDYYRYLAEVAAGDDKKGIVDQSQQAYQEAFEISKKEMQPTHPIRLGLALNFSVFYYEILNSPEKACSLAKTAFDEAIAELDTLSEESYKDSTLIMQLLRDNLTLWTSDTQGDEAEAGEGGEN
# p47phox inh: inhibitors of human p47phox binding; actives 0.53% (n = 220,000); inhibition, % at 24.7 µM; p47phox/p22phox peptide binding, fluorescence polarization, 2 h; P14598;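 active = inhibition above about 30%, limit read from the data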;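 also: 0% = p47phox with labelled peptide and 100% = labelled peptide alone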
# Hck Nef HTS: blocks Nef-activated human Hck kinase; P08631; Recombinant Hck-YEEI plus Nef, Z-Lyte FRET kinase assay; inhibition, % at 20 µM; actives 0.68% (n = 220,000);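 active = Hck-Nef kinase inhibition above about 50%, limit read from the data; inactive = inhibition below that limit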;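 also: 0% = DMSO with Hck plus Nef and 100% = Hck alone without Nef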
# Target sequence (P08631 whole entry, looked up): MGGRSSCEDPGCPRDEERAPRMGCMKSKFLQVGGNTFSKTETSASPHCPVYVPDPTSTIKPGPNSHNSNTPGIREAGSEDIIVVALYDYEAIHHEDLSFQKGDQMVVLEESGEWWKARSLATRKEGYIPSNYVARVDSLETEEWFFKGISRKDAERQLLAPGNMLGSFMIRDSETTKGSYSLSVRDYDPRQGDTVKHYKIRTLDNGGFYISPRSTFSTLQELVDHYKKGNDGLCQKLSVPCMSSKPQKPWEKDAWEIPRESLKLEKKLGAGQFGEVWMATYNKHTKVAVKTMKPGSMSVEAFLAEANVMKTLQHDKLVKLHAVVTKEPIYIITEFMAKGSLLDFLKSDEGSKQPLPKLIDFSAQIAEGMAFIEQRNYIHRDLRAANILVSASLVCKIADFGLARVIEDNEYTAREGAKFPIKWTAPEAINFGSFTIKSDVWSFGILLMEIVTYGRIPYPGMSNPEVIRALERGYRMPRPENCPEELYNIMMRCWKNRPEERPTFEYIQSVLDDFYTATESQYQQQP
# EBV gp42 block: inhibitors of Epstein-Barr virus glycoprotein 42; Q1HVG2; Fluorescence polarization binding assay, mP read-out; inhibition, % (tested at 21.74 µM); actives 0.42% (n = 220,000); AID 1085; in the data active = inhibition above about 50%
# Starred values were filed as active, the others as inactive; . = no result given; [ ] = remark or other dose.
SMILES,MDM2 E3 inh,TbHK1 inh,zVAD death inh,Runt-SMMHC FRET,Runt-CBFb FRET,14-3-3 Bad PPI,p47phox inh,Hck Nef HTS,EBV gp42 block
CCOC(=O)C(NCCCCl)c1ccccc1 (centres undefined),-7,-5,0.5,-4,1,73*,-2,-2,-19
CC(C)(C)n1nnnc1C(c1ccc(Cl)cc1)N1CCCc2ccccc21 (centres undefined),-14,0,0.0,-102,-1,-19,-2,-1,7
O=C(O)COCCN1CCN(C(c2ccccc2)c2ccc(Cl)cc2)CC1 (centres undefined),-10,-9,1.7,0,2,63,4,1,-11
N#Cc1c(-c2ccncc2)c2c([nH]c1=O)-c1ccccc1OC2,-8,-9,1.7,.,11,5,-3,70*,19
O=c1[nH]c2ccccc2nc1CCc1ccccc1,9,-8,16,-2,0,-2,6,14,1
COC(=O)C(C(=O)OC)c1ncc(C(F)(F)F)cc1Cl,-16,11,0.0,1,1,-12,-3,13,2
COc1cc(C(=O)N/C(=C\c2cn(C)c3ccccc23)C(=O)NCCCO)cc(OC)c1OC,-13,-18,-0.6,-4,-1,-2,-1,-14,0
CSc1sccc1/C=N/O,-40,-1,0.0,-1,2,2,-10,3,-8
Cc1ccc(NS(=O)(=O)c2ccc(Cl)c(C(=O)Nc3ccccc3-c3nc4ccccc4[nH]3)c2)cc1C,6,-10,3.4,3,1,27[fluorescence artefact?],-37,-1,-2
CCNc1nc(C)nc2c1oc1ccccc12,-23,-6,2.6,2,-2,34,-6,-1,0
O=C(Oc1c(Cl)cc(Cl)c2cccnc12)N1CCOCC1,-4,1,0.0,4,1,-10,-12,0,-7
CCNc1ccc2noc3c2c1C(=O)c1ccccc1-3,-8,-9,-0.9,-498,-179,-14,-279,14,56*
Cc1cc(NC(=O)C2=C(O)c3ccccc3S(=O)(=O)N2C)no1,.,-17,4.3,2,1,30,-14,-13,-9
O=c1c2c3c(sc2nc2n1CCCCC2)C(O)CCC3 (centres undefined),7,7,3.0,-5,-1,1,-6,13,-7
COc1ccc(-c2ccc(=O)n(CC(=O)Nc3nnc(C(C)C)s3)n2)cc1OC,-12,-7,0.2,3,-1,-3,4,0,-15
CN1CCN(S(=O)(=O)c2ccc(SCCOc3ccccc3)nc2)CC1,4,-4,-0.4,3,-3,-11,-8,2,-10
COCCNC(=O)CSc1nc2ccc(N3CCOCC3)cc2c(=O)n1CCc1ccccc1,6,-13,-0.3,4,16,6,-3,10,-1
CCOC(=O)c1cn(CC)c2ccc(S(=O)(=O)N3CCC(C)CC3)cc2c1=O,-48,-16,0.9,2,.,1[fluorescence artefact?],-11,2,-8
COC(=O)C(C)Oc1ccc(Oc2nc(Cl)ccc2Cl)cc1 (centres undefined),1,1,-0.7,-2,-2,4,2,3,16
O=C(c1cc2ccccc2oc1=O)N(Cc1cccs1)C1CCS(=O)(=O)C1 (centres undefined),-15,-7,0.4,2,1,-8,-8,-5,-8
COc1ccc(Cn2nnnc2CN2CCC(O)(c3ccccc3F)CC2)cc1,16,-8,3.8,-7,3,-10,0,17,-8
CCC1CCCCN1CC(O)Cn1c2ccccc2n2c(=O)cc(C)c(C#N)c12 (centres undefined),5,-25,1.2,1,-3,3[fluorescence artefact?],-2,-2,3
CNC(=O)c1cn(-c2ccccc2)c(=O)c2ccccc12,3,-5,0.4,3,.,21,-20,3,-14
O=C(NCC(c1ccc(F)cc1)N1CCOCC1)c1ccc(C(=O)c2ccccc2)cc1 (centres undefined),.,-10,-1.9,2,-2,-6,-12,31,-4
CCOc1ccc2nc(N3CCC(C(=O)NCCCN4CCOCC4)CC3)sc2c1,-1,-14,1.6,4,3,2,-6,19,-11
Cc1ccc2c(c1)[nH]c1c(=O)n(Cc3ccccn3)cnc12,-25,-11,0.9,-2,-1,-1,0,-1,-21
Cc1ccc(OC(=O)C(C)c2cccc(C(=O)c3ccccc3)c2)cc1 (centres undefined),-9,5,-0.2,1,.,14,31*,2,-4
O=C(Cc1cc(=O)[nH]c(=O)[nH]1)NCCN1CCOCC1,-13,-2,0.0,-1,-2,-14,-6,3,-2
COc1ccc(C(=O)Nc2nc(N)n(-c3ccccc3)n2)cc1OC,-18,1,0.3,-1,0,-1[fluorescence artefact?],-3,3,15
CCCOC1(NC(=O)c2ccccc2)C(C)=CC(=O)C=C1C,-14,14,1.6,34,4,-4,15,-4,-2
CC(=O)Nc1c(O)nc(SCC(=O)Nc2c(C)cccc2C)[nH]c1=O,-7,-2,1.1,3,4,-13,-8,-20,-23
COC(=O)c1sc(NC(=O)c2ccc(C)o2)nc1C,-11,-37,.,3,-2,-9,-4,6,-9
CCCCCCCCNC(=O)c1cnsn1,-3,2,0.2,1,0,-1[fluorescence artefact?],-3,-2,-21
Cc1noc(C)c1COC(=O)/C=C/c1ccccc1Cl,23,6,0.0,3,0,-3,0,25,3
CCOc1cc2[nH]c(=S)n(CCCCC(=O)NCc3ccco3)c(=O)c2cc1OCC,-8,-15,0.1,-1,-2,12[fluorescence artefact?],7,3,-11
Cc1ccc2oc(=O)n(CC(=O)c3ccc(F)cc3)c2c1,3,-8,0.7,-3,-1,1,-8,2,-18
COC(=O)c1cc(S(=O)(=O)N2CCC(C(N)=O)CC2)oc1C,-6,-1,-0.3,1,-1,-11,-51,16,-7
O=C(c1cc(-c2ccco2)on1)N1CCCc2ccccc21,-15,-5,0.4,-9,-2,0,-17,1,-22
CCCN1CCN(C(=O)Nc2ccc(OCC)cc2)CC1,-10,3,0.6,1,-2,0,4,-1,-2
O=C(O)C(c1ccccc1)C1(O)CCCCC1 (centres undefined),-9,-7,1.0,-1,0,15,28,12,-4

# A different layout for part of the listing above.
canonical_smiles	MDM2 E3 inh	TbHK1 inh	zVAD death inh	Runt-SMMHC FRET	Runt-CBFb FRET	14-3-3 Bad PPI	p47phox inh	Hck Nef HTS	EBV gp42 block
Cc1ccc2oc(=O)n(CC(=O)c3ccc(F)cc3)c2c1	3	-8	0.7	-3	-1	1	-8	2	-18
COC(=O)c1cc(S(=O)(=O)N2CCC(C(N)=O)CC2)oc1C	-6	-1	-0.3	1	-1	-11	-51	16	-7
O=C(c1cc(-c2ccco2)on1)N1CCCc2ccccc21	-15	-5	0.4	-9	-2	0	-17	1	-22
CCCN1CCN(C(=O)Nc2ccc(OCC)cc2)CC1	-10	3	0.6	1	-2	0	4	-1	-2

# Next part
SMILES,MDM2 E3 inh,TbHK1 inh,zVAD death inh,Runt-SMMHC FRET,Runt-CBFb FRET,14-3-3 Bad PPI,p47phox inh,Hck Nef HTS,EBV gp42 block
CC1CN(C(c2cccs2)c2sc3ncnn3c2O)CC(C)O1 (centres undefined),-8,-21,1.3,2,-3,13,-1,0,-11
N=C1S/C(=C\c2ccco2)C(=O)N1c1nccs1,-12,-1,-1.7,-1,26,-6,-30,-3,6
CC(C)(C)C(=O)/C=C/c1ccc(Oc2ccccc2)cc1,-1,-1,1.2,-4,-3,-2,-12,-3,15
CCOC(=O)c1ccc(N2CN(C3CCCCC3)CNC2=S)cc1,-2,-3,-0.4,-4,-1,2,-11,7,-19
CCOc1ncccc1C(=O)N=C1SCCN1C(=O)c1cccnc1OCC,-13,-10,21,-3,0,4,4,19,6

# Record cards, from the list above. Order of screens: MDM2 E3 inh, TbHK1 inh, zVAD death inh, Runt-SMMHC FRET, Runt-CBFb FRET, 14-3-3 Bad PPI, p47phox inh, Hck Nef HTS, EBV gp42 block
# Record of CC1CN(C(c2cccs2)c2sc3ncnn3c2O)CC(C)O1 (centres undefined) : -8, -21, 1.3, 2, -3, 13, -1, 0, -11
# Record of CC(C)(C)C(=O)/C=C/c1ccc(Oc2ccccc2)cc1 : -1, -1, 1.2, -4, -3, -2, -12, -3, 15
# Record of CCOc1ncccc1C(=O)N=C1SCCN1C(=O)c1cccnc1OCC : -13, -10, 21, -3, 0, 4, 4, 19, 6
# Record of CCOC(=O)c1ccc(N2CN(C3CCCCC3)CNC2=S)cc1 : -2, -3, -0.4, -4, -1, 2, -11, 7, -19
# Record of N=C1S/C(=C\c2ccco2)C(=O)N1c1nccs1 : -12, -1, -1.7, -1, 26, -6, -30, -3, 6

# This is a random part of the collection; 3.2% or so of the library scored in one or more.
